hcDAF12 agonist = activators of H. contortus DAF-12 nuclear receptor; HEK293 hcDAF-12 lit1-tk-luc reporter, luminescence; 0% DMSO, 100% Δ7-dafachronic acid; activation, % at 6.8 µM; AID 652067; 1.4% of 370,000 active;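 active = activation above the mean of all tested compounds plus 3 SD, cut at about 5.5% in these data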;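 note: 100% = response to 3 µM Δ7-dafachronic acid high control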
ADAM17 inh = inhibitors of human ADAM17 | recombinant ADAM17, EDANS/DABCYL FRET peptide cleavage | 0.83% of 370,000 active | P78536 | inhibition, % at 6.95 µM;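 active = inhibition above the mean of compounds lying between control limits plus 3 SD, set per campaign, cut at about 8.5% in these data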;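 note: 0% = DMSO-only wells as the low control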
Target sequence (P78536 215-824 limits assumed): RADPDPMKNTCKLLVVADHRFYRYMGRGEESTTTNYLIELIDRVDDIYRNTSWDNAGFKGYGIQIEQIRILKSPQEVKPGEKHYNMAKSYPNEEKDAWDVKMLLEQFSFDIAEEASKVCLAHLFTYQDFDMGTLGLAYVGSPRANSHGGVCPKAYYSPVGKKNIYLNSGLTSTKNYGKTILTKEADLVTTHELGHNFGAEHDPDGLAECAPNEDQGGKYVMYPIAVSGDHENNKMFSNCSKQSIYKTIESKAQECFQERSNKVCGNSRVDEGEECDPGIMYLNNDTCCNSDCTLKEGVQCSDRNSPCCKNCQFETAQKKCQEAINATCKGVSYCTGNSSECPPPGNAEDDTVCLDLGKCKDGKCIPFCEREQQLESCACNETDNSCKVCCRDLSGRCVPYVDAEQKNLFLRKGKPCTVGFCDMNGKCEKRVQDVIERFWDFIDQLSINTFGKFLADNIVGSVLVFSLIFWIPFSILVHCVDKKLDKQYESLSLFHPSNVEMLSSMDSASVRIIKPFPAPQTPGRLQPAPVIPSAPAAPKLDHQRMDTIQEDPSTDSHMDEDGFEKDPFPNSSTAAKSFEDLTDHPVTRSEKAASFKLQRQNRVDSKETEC
ADAM10 inh = inhibitors of human ADAM10; 0.62% of 370,000 active; inhibition, % at 7 µM; recombinant ADAM10, EDANS/DABCYL FRET peptide cleavage, 3 h;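 active = inhibition above a per-campaign cutoff equal to the mean of compounds falling between control-based bounds plus 3 SD, cut at about 20% in these data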;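 note: 0% = DMSO wells while the 100% control is not disclosed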
DAX1 inh-1 = inhibitors of DAX1 repression of SF-1 activated StAR promoter. HEK293T StAR-luciferase reporter, SF-1/DAX-1 repression relief. inhibition, % at 6.8 µM. 1.1% of 370,000 active. AID 652010;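 active = inhibition above the mean over all tested compounds plus 3 SD, cut at about 3.6% in these data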;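 note: 0% = DAX-1 cells with DMSO and 100% = cells lacking DAX-1 with DMSO; higher inhibition means more luminescence from relief of DAX-1 repression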
ssDAF12 agonist = activates DAF-12 receptor from parasite S. stercoralis; HEK293 ssDAF-12/GRIP1 lit1-tk-luc reporter, luminescence; % of 3 µM dafachronic acid response; activation, % at 6.8 µM; 1% of 370,000 active; AID 652126;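 active = activation above the mean over all tested compounds plus 3 SD, cut at about 0.9% in these data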;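 note: 0% = DMSO-only wells and 100% = 3 µM delta7-dafachronic acid wells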
PG9 binder = small molecules binding HIV-1 gp120 antibody PG9; TR-FRET gp120-PG9 antibody binding; inhibition, % at 6.7 µM; 0.43% of 360,000 active; in the data active = inhibition above about 8.5%
DAX1 inh-2 = NR0B1 (DAX1) inhibition | P51843 | HEK293 Gal4-DAX1 luciferase reporter, luminescence | inhibition, % at 6.75 µM | 0.99% of 340,000 active | AID 504766;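 active = inhibition above the mean over all tested compounds plus 3 SD, cut at about 4.2% in these data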;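 note: 0% = DAX1-transfected cells with DMSO and 100% = empty-vector control cells with DMSO; inhibition shows as a rise in luminescence from relieved DAX1 repression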
Target sequence (P51843 207-470 limits assumed): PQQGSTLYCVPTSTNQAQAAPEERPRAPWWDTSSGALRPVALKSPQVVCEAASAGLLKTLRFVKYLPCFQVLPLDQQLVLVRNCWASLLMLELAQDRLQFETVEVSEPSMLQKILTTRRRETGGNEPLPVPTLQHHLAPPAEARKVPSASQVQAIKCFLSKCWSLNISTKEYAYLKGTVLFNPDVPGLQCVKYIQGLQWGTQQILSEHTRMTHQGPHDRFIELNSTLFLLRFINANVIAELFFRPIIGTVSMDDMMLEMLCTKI
SMARCA2 act = SMARCA2 function activation, primary screen; activation, % at 9.1 µM; MG213 cells, MMTV-luciferase reporter, dexamethasone, overnight; 1% of 370,000 active; in the data active = activation above about 7.8%;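 note: 0% = vehicle wells and 100% = reference activator wells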
hgDAF12 agonist = hgDAF-12 agonism, primary luciferase screen. HEK293 GAL4-hgDAF12 UAS-luciferase reporter, agonist luminescence; normalized to butyrate control. activation, % at 6.8 µM. 1.8% of 370,000 active;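 active = activation above a cutoff set at the mean of all screened compounds plus 3 SD, cut at about 10% in these data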;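 note: 0% = DMSO wells and 100% = sodium butyrate wells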
GAA850 FXN act = activators of GAA850 frataxin (FXN) promoter. HEK293 lucGAA850 FXN promoter luciferase reporter, 24 h; percent of 10 µM SAHA response. activation, % at 6 µM. 0.56% of 360,000 active;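 active = activation above the average of all compounds screened plus 3 SD, cutoff fixed separately per campaign, cut at about 7.5% in these data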;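 note: 0% = DMSO wells and 100% = 10 µM SAHA wells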
GC-A act = GC-A (human) enzyme activation | AID 1671463 | 0.14% of 370,000 active | P16066 | HEK293 GC-A cells, cGMP TR-FRET, EC30 ANP; 0% at EC30 ANP, 100% saturating ANP | activation, % at 10 µM; in the data active = activation above about 40%
Active calls of the source: *; i = inactive; nt = not tested or not shown. An unsorted share of the library; about 6.8% have a hit in one of these screens.

The line under a structure holds: hcDAF12 agonist	ADAM17 inh	ADAM10 inh	DAX1 inh-1	ssDAF12 agonist	PG9 binder	DAX1 inh-2	SMARCA2 act	hgDAF12 agonist	GAA850 FXN act	GC-A act
- CCC1CCCN1Cn1cnc2c([nH]c3ccc(OC)cc32)c1=O (configuration not stated)
→ -0.2	-179	i	0.4	-1.2	0.5	-0.1	-3	-3.5	-0.8	2
- CN(C)C1(CNC(=O)C2CCN(S(=O)(=O)c3cccc(C(F)(F)F)c3)CC2)CCCCC1
→ -2.6	-1	1	-0.1	-0.7	-1.3	0.9	3	-1.7	-2.3	2
- O=C(O)C1CCCN1C(=O)Nc1ccccc1 (configuration not stated)
→ -0.1	-7	4	0.1	-1.5	-1.3	0.3	0	2.2	-2.1	1
- Cc1ccc(NC(=O)CN2C(=O)CCSc3ccccc32)cc1C
→ -2.6	2	-7	-1.2	-1.4	nt	nt	-6	-2.8	nt	3
- CCc1cccc(NC(=O)COC(=O)c2c(-c3ccccc3)noc2C)c1
→ -1.1	1	-8	-1.4	-1.7	-3.1	0.0	-3	-1.6	-0.9	-5
- CC(C)N(Cc1ccccc1)C(=O)COC(=O)/C=C/c1cnc2ccccc2n1
→ -0.1	-3	3	-0.2	-1.0	-0.8	-0.3	-1	4.4	1.9	-2
- CC(C)OC(=O)c1nnn(-c2nonc2N)c1CSc1ccccn1
→ -0.7	1	5	-0.5	-1.5	1.2	-1.4	0	-2.7	-0.9	0
- O=C(Nc1ccc2c(c1)OCCO2)C(c1ccncc1)n1c(=O)c(-c2ccco2)nc2ccccc21 (configuration not stated)
→ -0.7	-41	-143	-1.4	-0.6	-1.1	nt	-2	3.4	nt	-1
- COc1ccc(Cn2c(C)nnc2-c2cnn(C)c2N)cc1
→ 0.5	-2	1	0.4	-0.9	0.6	0.4	0	-1.7	-0.4	7
- Cc1cccc(OCC(O)CN2CCNCC2)c1 (configuration not stated)
→ -0.6	-1	0	-0.2	-0.9	-0.3	0.6	-1	1.0	0.3	2
- O=C(Cc1c(F)cccc1Cl)N1CCOCC1
→ -2.1	-1	-3	-0.6	-1.7	-0.4	0.1	-2	-0.5	1.0	-1
- COc1cc2c(cc1OC)C(=O)N(C)CC2
→ 0.1	6	-17	1.0	-1.2	2.0	-0.1	0	-2.2	2.2	-4
- O=C1NC[C@@H](CCCCN2C[C@H](Cc3ccccc3)N(CCc3ccccc3)C(=O)C2=O)N(CCc2ccccc2)C1=O
→ -1.9	1	0	-0.5	-1.4	2.9	nt	3	-0.7	nt	2
- Cc1ncc(CO)c2cc(-c3nnc(Nc4ccc5c(c4)OCO5)s3)c(=O)oc12
→ -2.0	-7	-18	-0.1	-1.1	-2.2	-0.5	4	0.4	-2.1	1
- Cc1cccc(OCC(=O)Nc2ncn[nH]2)c1C
→ 1.1	-6	-2	-0.3	-1.7	2.5	0.3	-4	0.7	2.0	-2
- O=C(CCC(=O)Nc1ccccc1)NNC(=O)c1cccs1
→ -1.0	-5	-4	-0.3	-1.3	-0.4	-0.1	0	-1.2	0.5	-1
- CN[C@H]1C[C@@H](c2ccccc2)N(C(C)=O)C[C@H]1CO
→ -0.8	4	-1	-1.1	-0.5	-0.9	nt	-3	-2.1	nt	3
- CCCc1nnc(SCC(=O)N2CCCC2)n1CC1CCCO1 (configuration not stated)
→ -0.8	-3	12	0.3	-0.3	0.0	1.2	-4	2.4	0.4	-1
- CN1CCN(c2nc(-c3ccncc3)nc3ccccc23)CC1
→ 1.3	-1	1	0.2	-1.4	-2.5	2.5	4	1.4	2.6	-32
- C=CC[C@H](CC(=O)NCCO)C(=O)NC[C@H](OC(=O)[C@@H](CC=C)Cc1ccc(F)cc1)c1ccccc1
→ -1.0	-3	2	-0.5	-1.0	1.8	0.2	0	0.8	0.1	2
- Cc1ccc(C)c(N2CCN(S(=O)(=O)c3c(C)[nH]c(C)c3C(=O)N3CCCCC3)CC2)c1
→ -2.1	3	5	0.2	-1.4	-0.1	-0.1	-2	-1.7	-2.1	4
- CCCC(=O)Oc1ccc2c(C)cc(=O)oc2c1
→ -0.2	i	i	-0.1	-1.4	0.5	2.5	-1	-2.9	0.2	5
- O=C(Nc1ccccc1)c1oc2ccccc2c1NC(=O)C1CC1
→ -2.0	-4	-9	-5.3	-1.4	-0.4	-1.0	-4	4.6	1.6	7
- C=C(C)CSc1nc2sc3c(c2c(=O)n1C1CCCCC1)CCN(C)C3
→ -2.5	-63	-256	-1.0	-1.5	-1.2	-1.7	-5	-4.2	2.4	4
- CC(=O)Nc1cccc(-c2ccnc3c2CC(C(=O)Nc2cccc(OC(F)(F)F)c2)O3)c1 (configuration not stated)
→ -2.0	6	15	0.1	-1.2	-2.1	nt	-3	-1.5	-3.4	-14
- CCOC(=O)c1sc(NC(=O)c2sc(C)nc2C)nc1C
→ 0.8	2	6	0.3	-0.6	-1.0	-0.3	-1	4.0	2.6	-4
- O=C(CCCCCCCCC(=O)N/N=C/c1ccco1)N/N=C/c1ccco1
→ -0.4	0	0	0.0	-1.3	-1.7	-2.3	0	1.8	4.3	-5
- CC1(C(=O)NS(=O)(=O)c2cccc(Cl)c2)CCN1C(=O)Cc1ccccc1 (configuration not stated)
→ 0.3	0	4	0.9	-0.4	-0.5	nt	3	4.0	-0.4	2
- Cc1nnc(NCc2n[nH]c(=O)c3ccccc23)c2ccccc12
→ 0.0	-3	-10	0.7	-1.5	1.1	-0.1	-2	-0.3	-0.3	2
- CCN(Cc1nc2ccccc2c(=O)[nH]1)Cc1nc2cc(OC)c(OC)cc2c(=O)[nH]1
→ -0.9	-2	6	-0.3	-1.2	-1.4	-0.3	1	-1.2	-0.6	7
- CCOc1ccc(/C=C/C(=O)Nc2ccc(N3CCOCC3)cc2)cc1
→ 0.8	2	-4	0.9	-1.3	-1.5	0.4	2	0.0	1.9	0
- COc1cccc(CNS(=O)(=O)c2c(C)[nH]c(C)c2C(=O)N2CCCCC2)c1
→ -0.7	0	4	0.0	-0.8	1.0	0.1	13*	-0.6	-1.0	5
- CCN(CC)CC(=O)Nc1sc(C)cc1C(=O)c1ccccc1
→ -2.4	1	-8	-0.1	-1.5	0.2	-0.8	-2	-0.1	4.7	-4
- O=C(O)CCCCNS(=O)(=O)/C=C/c1ccccc1
→ -1.9	-7	-7	0.1	-1.6	-0.9	0.4	-4	-3.6	0.1	0
- CCN(C(=O)c1cc2cccc(OC)c2oc1=O)c1ccccc1
→ -2.1	-1	-10	-0.2	-0.8	1.4	-0.4	1	1.5	1.5	-5
- Cc1ccccc1OCCCCc1c(C)n[nH]c1C
→ -2.6	0	10	-1.6	-1.5	-0.6	-0.3	-5	-4.0	-0.1	6
- COCc1cc(C)nc(SCC(=O)Oc2ccccc2)c1C#N
→ -0.8	-8	-12	-1.7	-0.9	3.4	1.0	2	3.4	1.0	4
- Cc1ccc(C2N(C)C(=O)c3ccccc3N2C)cc1 (configuration not stated)
→ -0.5	-324	i	-0.1	-1.6	1.1	-0.7	-2	0.9	-0.3	0
- Cc1oc2cc3oc(=O)cc(C)c3cc2c1C
→ -1.1	-11	-39	0.0	-0.7	-1.0	-0.7	2	2.3	3.4	-3
- Cc1csc2c(N3CCCCC3)ncnc12
→ 0.5	-1	0	0.7	-1.1	-1.8	3.8	4	4.0	5.1	1
- C=CCn1c2ccccc2c(=O)c2cc(C#CC3(O)CCCCC3)ccc21
→ 4.5	-64	-248	2.9	0.1	0.2	2.9	6	9.3	11*	3
- Cn1c(CCNC(=O)c2ccccc2F)nnc1SCC(=O)Nc1nncs1
→ -0.5	-1	0	-0.6	-1.2	-1.1	-0.4	-1	1.2	0.8	2
- CCOC(=O)C1=CCC(c2ccc([N+](=O)[O-])cc2)N(S(=O)(=O)c2ccc(C)cc2)C1 (configuration not stated)
→ -2.1	6	18	-2.3	-1.5	0.4	nt	-1	5.1	nt	-1
- O=C(CCCCCCCC(=O)NCC1CCCO1)NCC1CCCO1 (configuration not stated)
→ 0.3	-2	8	0.8	-0.9	-1.2	-0.7	0	0.9	0.6	-1
- COc1cc(C)ccc1OCCOCCN(C)Cc1ccccc1
→ -0.5	-1	-4	0.4	-1.3	1.1	-0.1	3	3.4	2.2	-4
- O=C(NC1CCCCCCC1)c1ccc(F)c(S(=O)(=O)N2CCOCC2)c1
→ 0.4	0	2	-0.2	-0.7	-2.4	1.0	3	-1.5	1.1	3
- CCCOc1cccc(C(=O)Nc2cc(NC(=O)c3ccco3)ccc2OC)c1
→ -3.5	1	9	-1.1	-1.9	-1.7	-3.4	-1	-3.0	-0.3	2
- COc1ccc(OC)c(NC(=O)C2(C)CCN2C(C)C)c1 (configuration not stated)
→ -0.8	0	1	0.1	-0.9	-0.8	nt	-2	2.0	-1.6	-9

2 records drawn at random from the list so far, as already listed:
The line under a structure holds: hcDAF12 agonist	ADAM17 inh	ADAM10 inh	DAX1 inh-1	ssDAF12 agonist	PG9 binder	DAX1 inh-2	SMARCA2 act	hgDAF12 agonist	GAA850 FXN act	GC-A act
- C=CCn1c2ccccc2c(=O)c2cc(C#CC3(O)CCCCC3)ccc21
→ 4.5	-64	-248	2.9	0.1	0.2	2.9	6	9.3	11*	3
- CCN(C(=O)c1cc2cccc(OC)c2oc1=O)c1ccccc1
→ -2.1	-1	-10	-0.2	-0.8	1.4	-0.4	1	1.5	1.5	-5

Some of these compounds in order of their number in DAX1 inh-1, low to high:
| structure | hcDAF12 agonist | ADAM17 inh | ADAM10 inh | DAX1 inh-1 | ssDAF12 agonist | PG9 binder | DAX1 inh-2 | SMARCA2 act | GC-A act |
| --- | --- | --- | --- | --- | --- | --- | --- | --- | --- |
| CCOC(=O)C1=CCC(c2ccc([N+](=O)[O-])cc2)N(S(=O)(=O)c2ccc(C)cc2)C1 (configuration not stated) | -2.1 | 6 | 18 | -2.3 | -1.5 | 0.4 | nt | -1 | -1 |
| CCCOc1cccc(C(=O)Nc2cc(NC(=O)c3ccco3)ccc2OC)c1 | -3.5 | 1 | 9 | -1.1 | -1.9 | -1.7 | -3.4 | -1 | 2 |
| Cc1ccc(C2N(C)C(=O)c3ccccc3N2C)cc1 (configuration not stated) | -0.5 | -324 | i | -0.1 | -1.6 | 1.1 | -0.7 | -2 | 0 |
| COc1ccc(OC)c(NC(=O)C2(C)CCN2C(C)C)c1 (configuration not stated) | -0.8 | 0 | 1 | 0.1 | -0.9 | -0.8 | nt | -2 | -9 |

Screening data as filed in PubChem.
